Assay outcomes: PubChem, several laboratories
MEX-5 binding: MEX-5 zinc finger RNA-binding disruptors – biochemical, C. elegans, fluorescence polarization, MLPCN library, primary screen; activity score (negative = inhibition of binding), % at 10 µM; actives 0.38% (n = 300,000); MEX-5/FITC-TCR2 RNA binding; active compounds read low; AID 1832, 2009;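 active means inhibition past about -25% in most replicates, and total fluorescence under double the plate's negative control median, limit read from the data; inconclusive means replicates evenly split on the limit, or fluorescence at least double controls; inactive means too little inhibition in most replicates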;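 further: 0% = DMSO and -100% = 5 µM competing unlabeled TCR2 RNA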
PME-1 inh: PME-1 inhibitors via competitive probe labeling, primary screen, biochemical, fluorescence polarization, FP-Rh probe, HTS | Protein phosphatase methylesterase 1 (Homo sapiens), Q9Y570 | recombinant PME-1 | inhibition, % at 5.9 µM | actives 0.53% (n = 320,000);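 active means inhibition above the campaign mean of all compounds plus 3 SD, cut at about 26% in these data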;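 further: competitive labeling of PME-1 active site by serine hydrolase directed probe; 0% = PME-1 with DMSO and 100% = wells lacking PME-1 enzyme; inhibitors block probe labeling so polarization falls and inhibition rises; many of its hits are not listed in these tables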
GLD-1 RNA inh: GLD-1/TGE RNA complex disruptors, primary screen, biochemical, fluorescence polarization; Female germline-specific tumor suppressor gld-1 (Caenorhabditis elegans), Q17339; purified GLD-1 + fluorescein TGE RNA; inhibition, % at 5.96 µM; AID 2280, 2010; actives 0.44% (n = 320,000);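 active means percent inhibition above a per-plate cutoff, the plate mean of test compounds plus 3 SD, cut at about 30% in these data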;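 further: 0% = DMSO wells with GLD-1 and probe and 100% = wells lacking GLD-1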
Target sequence (Q17339 whole entry, looked up): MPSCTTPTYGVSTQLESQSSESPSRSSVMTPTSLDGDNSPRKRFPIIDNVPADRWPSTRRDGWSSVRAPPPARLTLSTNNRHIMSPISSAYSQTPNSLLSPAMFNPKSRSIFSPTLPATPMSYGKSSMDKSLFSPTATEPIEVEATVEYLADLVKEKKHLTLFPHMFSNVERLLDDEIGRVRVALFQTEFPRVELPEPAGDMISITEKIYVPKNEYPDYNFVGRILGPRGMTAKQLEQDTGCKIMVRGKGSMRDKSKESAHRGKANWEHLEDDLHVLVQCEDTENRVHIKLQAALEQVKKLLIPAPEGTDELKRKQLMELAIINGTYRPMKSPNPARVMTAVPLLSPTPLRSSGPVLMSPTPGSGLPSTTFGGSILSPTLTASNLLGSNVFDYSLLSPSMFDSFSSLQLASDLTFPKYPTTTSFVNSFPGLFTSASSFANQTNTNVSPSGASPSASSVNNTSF
AHR activator: AHR activators, primary screen, cell-based, luminescence, luciferase reporter, human. Aryl hydrocarbon receptor (Homo sapiens), P35869. AHR-responsive luciferase reporter cells. activation, % at 5 µM. actives 2.5% (n = 320,000). AID 2796, 2010; in the data active means activation above about 47%;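 further: 0% = vehicle wells and 100% = reference agonist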
MCL1-BIM inh: inhibitors of MCL1 binding to BIM-BH3, primary screen, biochemical, fluorescence polarization. Induced myeloid leukemia cell differentiation protein Mcl-1 (Homo sapiens), Q07820. GST-MCL1 / FITC-Bim-BH3 fluorescence polarization. inhibition, % at 10.9 µM. actives 0.68% (n = 320,000). AID 2057, 2009;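 active means inhibition above the mean inhibition of all tested compounds plus 3 SD, set per campaign, cut at about 40% in these data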;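 further: 0% = DMSO wells and 100% = unlabeled Bim-BH3 peptide control; higher means more loss of mP so more displacement of Bim peptide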
Target sequence (Q07820 whole entry, looked up): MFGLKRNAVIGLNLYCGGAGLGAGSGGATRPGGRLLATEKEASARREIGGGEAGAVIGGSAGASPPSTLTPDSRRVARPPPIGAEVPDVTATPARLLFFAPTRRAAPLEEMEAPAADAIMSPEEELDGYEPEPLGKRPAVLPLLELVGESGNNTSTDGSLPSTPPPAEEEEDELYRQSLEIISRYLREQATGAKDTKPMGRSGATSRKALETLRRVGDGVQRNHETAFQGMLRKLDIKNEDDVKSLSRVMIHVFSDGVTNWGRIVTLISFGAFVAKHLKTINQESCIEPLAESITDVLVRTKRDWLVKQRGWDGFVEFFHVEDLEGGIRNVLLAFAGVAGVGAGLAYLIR
pPAFAH FP inh: pPAFAH enzyme inhibitors, primary screen, biochemical, fluorescence polarization, human | actives 1.5% (n = 330,000) | inhibition, % at 3.39 µM | recombinant pPAFAH, FP-rhodamine probe fluorescence polarization;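 active means inhibition above the mean inhibition across the screen plus 3 SD, cut at about 25% in these data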;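 further: inhibitors block binding of the rhodamine activity-based probe so polarization drops; 0% = enzyme with DMSO and 100% = wells lacking pPAFAH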
Fam108B counter: mouse Fam108B serine hydrolase inhibitors, primary screen, counter-screen for RBBP9 inhibitor project, biochemical, fluorescence polarization; recombinant Fam108B, FP-Rh probe fluorescence polarization; inhibition, % at 9.51 µM; AID 1947, 2009; actives 0.33% (n = 300,000);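 active means inhibition above the screen mean inhibition plus 3 SD, computed separately per campaign, cut at about 18% in these data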;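 further: inhibitors lower polarization as less probe binds the enzyme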
Bcl-xL primary: inhibitors of human Bcl-xL, primary screen, biochemical, fluorescence polarization, HTS; AID 2129, 2009; actives 0.7% (n = 320,000); inhibition, % at 10.9 µM; GST-Bcl-xL / FITC-Bim BH3 peptide fluorescence polarization; Bcl-2-like protein 1 (Homo sapiens), Q07817;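 active means inhibition above the mean of all tested compounds plus 3 SD, cutoff set per campaign, cut at about 30% in these data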;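 further: 0% = DMSO wells and 100% = unlabeled Bim-BH3 peptide competitor; inhibitors lower millipolarization by displacing the labeled peptide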
PAFAH1B2 inh: PAFAH1B2 enzyme inhibitors, primary screen, biochemical, fluorescence polarization, human; Platelet-activating factor acetylhydrolase IB subunit alpha2 (Homo sapiens), P68402; recombinant PAFAH1B2, FP-rhodamine activity probe; inhibition, % at 3.39 µM; actives 1.2% (n = 340,000);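 active means inhibition above the mean of all tested compounds plus 3 SD, cut at about 24% in these data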;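 further: 0% = enzyme with DMSO and 100% = wells lacking PAFAH1B2; many of its hits are not listed in these tables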
Target sequence (P68402 whole entry, looked up): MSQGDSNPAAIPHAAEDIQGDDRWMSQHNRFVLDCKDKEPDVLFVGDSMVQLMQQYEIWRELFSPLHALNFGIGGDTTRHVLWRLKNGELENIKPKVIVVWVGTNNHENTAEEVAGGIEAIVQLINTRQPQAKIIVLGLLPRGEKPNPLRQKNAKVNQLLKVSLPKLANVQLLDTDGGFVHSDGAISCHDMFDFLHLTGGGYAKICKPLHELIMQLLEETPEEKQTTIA
Numbers without * were called inactive; ? = inconclusive; · = not tested or not shown. This is a subset; rates above refer to the full screens.

Preview:
SMILES	MEX-5 binding	PME-1 inh	GLD-1 RNA inh	AHR activator	MCL1-BIM inh	pPAFAH FP inh	Fam108B counter	Bcl-xL primary	PAFAH1B2 inh
Cc1c(Cl)cccc1NC(=S)N/N=C/c1ccccc1Cl	1.2	1	2	30	8	0	-1	4	·
CCOC(=O)Oc1ccc2oc(C)c(C(=O)OCCOC)c2c1	-0.6	1	9	-1	2	2	-9	3	3

Main list, previewed entries included:
SMILES	MEX-5 binding	PME-1 inh	GLD-1 RNA inh	AHR activator	MCL1-BIM inh	pPAFAH FP inh	Fam108B counter	Bcl-xL primary	PAFAH1B2 inh
Cc1c(Cl)cccc1NC(=S)N/N=C/c1ccccc1Cl	1.2	1	2	30	8	0	-1	4	·
CCOC(=O)Oc1ccc2oc(C)c(C(=O)OCCOC)c2c1	-0.6	1	9	-1	2	2	-9	3	3
O=C(CSc1ccccc1)Nc1cc(S(=O)(=O)N2CCOCC2)ccc1N1CCOCC1	-0.2	2	4	2	11	-7	6	7	5
CCOC(=O)C1=C(COc2ccccc2)NC(=O)NC1c1cccc([N+](=O)[O-])c1 (stereo unspecified)	0.3	5	6	-7	-3	0	-1	2	3
CCOc1ccccc1NC(=O)C(Sc1nnnn1C)c1ccccc1 (stereo unspecified)	0.4	7	9	2	5	2	2	4	1
CN1CCN(C(=O)c2cc(Oc3c(F)c(F)c(F)c(F)c3F)cc(C(=O)N3CCN(C)CC3)c2)CC1	-1.5	2	3	6	9	0	1	-2	-5
Cc1c(O)c2c(=O)n(-c3ccccc3)c(-c3ccccc3)cc2oc1=O	0.9	-1	2	-1	-13	6	-1	-3	2
CC(NC(=O)C1c2ccccc2Oc2ccccc21)C1CCCO1 (stereo unspecified)	·	10	5	0	-11	0	-1	-2	3
COc1ccc(NC(=O)Cn2c(CCC(=O)O)ccc2-c2ccc(C)cc2)cc1	1.6	2	-1	4	-3	7	1	0	7
COc1ccc(-c2coc3cc(OC4OC(CO)C(O)C(O)C4O)cc(O)c3c2=O)cc1 (stereo unspecified)	·	-2	-3	3	6	-1	·	1	-1
CN(CCOc1ccc(Cl)cc1)C(=O)c1ccccc1SCC(=O)N1CCCC1	·	1	-2	-1	-1	3	·	1	10
CCOC(=O)/C(C#N)=C1/CCCCCN1C	-1.9	-1	-1	1	-2	3	2	10	2
Cc1ccc(Nc2nc(-c3c(C)n(C)n(-c4ccccc4)c3=O)c(C)s2)cc1	0.9	-1	-9	8	1	19	-1	-2	-4
CC(=O)N1N=C(c2ccc(Cl)cc2)CC1c1ccc([N+](=O)[O-])cc1 (stereo unspecified)	-1.0	-2	3	5	12	-3	1	3	8
COc1ccc(NC(=O)C2=C(C)C(=O)OC23CCC(C)CC3)c(OC)c1 (stereo unspecified)	-1.8	-3	1	15	-5	-2	-2	-9	4
CCOC(=O)c1cnc2c(-c3ccc(Cl)cc3)cnn2c1C	-0.5	-7	5	-2	-4	3	0	3	-2
CCC(C)(C)NC(=O)CN(Cc1ccco1)C(=O)CCC(=O)Nc1nccs1	2.6	-3	3	1	-4	0	1	1	10
ClC(Cl)(Cl)c1nc(N/N=C/c2ccncc2)c2ccccc2n1	0.2	-24	4	67*	7	0	-25	5	-14
NC(=O)CC(NC(=O)Cc1ccc(Cl)cc1)c1ccc(NC2CCCCCC2)c([N+](=O)[O-])c1 (stereo unspecified)	?	-6	7	3	0	3	8	0	0
O=C(Nc1ccccc1Cl)c1ccccc1	3.3	2	2	-4	7	0	0	5	-1
Cc1cc(C(=O)Nc2ccc3c(c2)OCO3)cs1	-1.6	3	8	130*	6	8	0	4	7
CSCCC(NC(=O)c1ccccc1)C(=O)NC1CCCC1 (stereo unspecified)	-3.7	-10	1	0	-1	0	0	0	-6
O=C1CN(C(=O)c2cccc(F)c2)C(c2ccc(F)cc2)c2cc(F)ccc2N1 (stereo unspecified)	0.4	17	-2	1	1	-1	-2	3	8
Cc1ccc(Cl)cc1NC(=O)N[C@@H](CC(C)C)C(=O)O	-0.2	-3	1	0	2	4	5	2	12
CN(Cc1ccccc1F)c1nc(-c2cccnc2)nc2ccccc12	-0.9	-1	0	19	-10	21	0	-1	4
Cc1ccc(OC(C)C(=O)Nc2ccc3c(c2)n(C)c(=O)n3C)cc1C (stereo unspecified)	2.3	-3	-3	0	13	-1	5	2	5
COc1ccc(N2CCN(C(CNC(=O)C(=O)NCC3CCCO3)c3ccco3)CC2)cc1 (stereo unspecified)	-3.6	-10	5	1	11	-1	0	3	2
Cc1cc(C)nc(N/N=C2/CCSc3ccc(F)cc32)n1	2.9	-1	-5	10	-1	1	-2	-5	3
O=C(COc1cc2oc(=O)cc(-c3ccccc3)c2cc1Cl)NCCN1CCOCC1	-1.7	7	4	2	4	-1	-1	10	4
COc1ccc(S(=O)(=O)N2CCCC(C(=O)NC3CC3)C2)cc1Cl (stereo unspecified)	0.4	-5	5	-1	-1	3	1	1	-1
COc1ccc(Cl)cc1C(=O)Nn1cnc2ccccc2c1=O	2.5	3	2	4	1	1	4	5	-2
COCCN1Cc2cccc(C(=O)N3CCN(c4ccccc4)CC3)c2C1=O	1.1	3	-3	-2	5	1	-1	5	0
COc1ccccc1OCCN(C#N)c1nc(N(C)C)nc(N(C)C)n1	-1.7	-4	7	13	-9	-1	-1	-8	5
COc1ccc2nc(Sc3c([N+](=O)[O-])nc(C)n3Cc3ccccc3)[nH]c2c1	-0.6	1	6	3	-3	2	-3	3	·
COc1ccc(Nc2nc(C)cc(C)c2C#N)cc1OC	1.3	2	0	114*	0	-4	-2	-3	1
CCOC(=O)C1CCCN(C2=C(NS(=O)(=O)c3ccc(Br)cc3)C(=O)c3ccccc3C2=O)C1 (stereo unspecified)	3.1	15	14	6	7	6	6	12	16
NC(=O)CSc1nc2ccccc2c(=O)n1CCc1ccccc1	-0.2	-4	-1	75*	-8	-1	2	3	13
COc1ccc(C2C(C#N)=C(C)NC3=C2C(=O)c2ccccc23)cc1 (stereo unspecified)	-3.0	3	-7	3	-5	-3	2	0	9
Cc1ccc2[nH]cc(C(=O)CN3CCN(c4ccccn4)CC3)c2c1	1.0	8	-5	9	1	4	3	1	1
O=C(Nc1ccccc1Cl)c1cccc(NC(=O)C2CCCC2)c1	0.6	4	1	-3	8	4	-3	3	3
NC(=O)COC(=O)c1cccc(S(=O)(=O)N2CCN(c3ccccc3)CC2)c1	-1.2	0	3	-2	-3	2	-1	-1	8
COc1ccccc1S(=O)(=O)Cc1ccc(C(=O)N2CCN(c3cccc(Cl)c3)CC2)o1	-4.1	2	-5	-1	-1	17	-1	3	5
O=C(OCC#CCSc1nnc(-c2ccc([N+](=O)[O-])cc2)o1)c1cccs1	-1.4	5	-3	2	9	8	2	4	3
CCCn1c2ccccc2c2nnc(SCC(=O)OC)nc21	-1.5	0	4	2	7	2	-6	7	3
COc1ccccc1CNC(=O)COC(=O)c1ccc(-n2cnnn2)cc1	-0.2	0	3	1	-6	-2	3	-1	4
O=c1[nH]c(CCC2CCCC2)nc2ccccc12	0.7	-1	-4	10	0	5	4	4	9
CCOCCCn1c(=S)[nH]c2cc(C(=O)NCCc3ccc(OC)c(OC)c3)ccc2c1=O	0.0	5	2	-1	-3	8	-3	0	-2
O=C(/C=C/c1ccc(S(=O)(=O)N2CCOCC2)cc1)NCc1ccccc1F	·	-6	6	2	-3	3	·	-5	2
Cc1ccc(CN(c2ccc(C(=O)Nc3ccc4c(c3)OCO4)cc2)S(C)(=O)=O)cc1	-0.2	11	5	18	7	11	5	4	-2
CC(=O)Nc1ccc(NC(=O)CCCSc2nc3ccccc3s2)cc1	0.4	-1	6	10	2	2	4	0	7
Cc1[nH]c(C)c(S(=O)(=O)N2CCCCC2C)c1C(=O)N1CCCC1 (stereo unspecified)	-1.9	1	-5	2	8	1	-4	1	4
COc1ccc(C(=O)NCCCn2ccnc2)cc1[N+](=O)[O-]	1.2	1	-4	22	4	0	-2	7	-2
Cc1nc2sc(C(=O)OCC(=O)N3c4ccccc4CC3C)c(C)c2c(=O)[nH]1 (stereo unspecified)	1.5	-7	7	0	6	-3	3	-7	2
Cc1cc(C)c(C)c(S(=O)(=O)N[C@@H](C)C(=O)OCC(N)=O)c1C	0.3	1	-2	-1	-3	-3	0	6	-1
CC12CC(c3ccccc3O1)C(C(=O)N1CCOCC1)C(=O)N2 (stereo unspecified)	-1.2	0	7	3	0	-3	-2	0	7
COc1cccc(N2C(=NC(=O)CCc3ccccc3)SC3CS(=O)(=O)CC32)c1 (stereo unspecified)	-0.9	-6	3	6	1	5	-2	0	5
O=C(c1ccc2c(c1)OCO2)N1CCN(S(=O)(=O)c2ccccc2)CC1	-1.7	-2	3	2	2	4	3	1	8
O=S(=O)(Nc1cccc(S(=O)(=O)N2CCCC2)c1)c1ccc(Cl)cc1	·	·	3	0	·	3	·	·	22
O=C(CCN1C(=O)c2ccccc2C1=O)NCCCn1ccnc1	0.7	0	-4	6	4	2	-2	4	-3
CCOC(=O)C1=C(O)/C(=C/c2ccc(OCC(=O)O)c(OCC)c2)SC1=Nc1ccccc1	1.5	-1	-3	-1	8	0	-2	5	5

Further results follow:
SMILES	MEX-5 binding	PME-1 inh	GLD-1 RNA inh	AHR activator	MCL1-BIM inh	pPAFAH FP inh	Fam108B counter	Bcl-xL primary	PAFAH1B2 inh
COCCNC(=O)CN(C(=O)CCC(=O)Nc1ccccn1)c1ccc(F)c(Cl)c1	-1.7	7	3	2	4	2	2	4	6
COc1ccc(NC(=O)CS(=O)CC(=O)NCC2OCCc3ccccc32)cc1 (stereo unspecified)	1.0	0	-4	0	2	0	6	0	4
Cc1nn(-c2ccccc2)c(C)c1/C=N/NC(=O)c1ccccc1NS(=O)(=O)c1cccs1	0.9	15	4	1	10	12	10	11	-3
O=C(c1ccccc1)N1CCC(=O)N1c1ccccc1	0.9	2	1	-1	2	1	5	2	2
CCCCOc1ccc(NC(=O)C2CC=CCC2C(=O)O)cc1 (stereo unspecified)	0.5	-6	-2	1	-2	5	-2	0	-1
CCOc1ccccc1N1CCN(C(=O)c2c(CC)noc2C)CC1	-0.1	-4	-2	1	-5	-2	-3	5	1
COC(=O)[C@@H](NC(=O)Nc1ccc(C(C)=O)cc1)C(C)C	-0.5	4	6	-2	9	8	-4	7	-2
CC(C)c1ccc(NC(=O)N2CCC(c3nc4ccccc4o3)CC2)cc1	3.1	4	4	0	-1	4	3	-3	0
O=C(O)c1cc2nccc(-c3ccc(F)cc3)n2n1	1.3	-1	1	-1	7	1	-4	8	1
c1ccc(-c2cc(NCCN3CCCCC3)c3ccccc3n2)cc1	2.2	3	-2	13	2	3	-1	3	2
O=C1N/C(=C/c2ccc(Br)s2)C(=O)N1c1ccccc1	-2.7	3	4	0	2	-2	-6	9	-3
